GPR7 antagonist: blocks human GPR7 receptor signaling | P48145 | GPR7-expressing cells, fluorescence antagonist assay | inhibition, % at 4.4 µM | 290,000 tested, 1.1% active | AID 1861; in the data active means inhibition above about 16%, passing the limit was not always enough;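 further: cells stimulated with the agonist NPW; 0% = agonist with vehicle and 100% = vehicle without agonist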
Target sequence (P48145 whole entry, looked up): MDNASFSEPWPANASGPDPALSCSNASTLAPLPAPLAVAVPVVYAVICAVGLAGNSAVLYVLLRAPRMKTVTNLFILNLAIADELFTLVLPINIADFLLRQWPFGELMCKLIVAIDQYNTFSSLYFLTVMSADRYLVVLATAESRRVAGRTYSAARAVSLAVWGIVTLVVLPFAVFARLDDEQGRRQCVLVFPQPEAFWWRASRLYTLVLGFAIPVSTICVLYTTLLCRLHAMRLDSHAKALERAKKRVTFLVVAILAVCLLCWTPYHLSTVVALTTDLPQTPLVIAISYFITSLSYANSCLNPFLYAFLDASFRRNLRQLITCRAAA
M18AAP inhibitor: PfM18AAP enzyme inhibition. AID 1822. 290,000 tested, 1.2% active. recombinant PfM18AAP, H-Glu-NHMec fluorogenic cleavage. inhibition, % at 7.35 µM;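 active means inhibition above the campaign mean inhibition over all tested compounds plus 3 SD, cut at about 28% in these data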;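 further: 0% = plate median of test compound wells and 100% = 2 mM ZnCl2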
PHOSPHO1 block: inhibitors of human PHOSPHO1 phosphatase. Q8TCT1. recombinant PHOSPHO1, absorbance phosphatase assay. inhibition, % at 13.3 µM. 290,000 tested, 1.1% active. AID 1565; in the data active means inhibition above about 60%
Target sequence (Q8TCT1 whole entry, looked up): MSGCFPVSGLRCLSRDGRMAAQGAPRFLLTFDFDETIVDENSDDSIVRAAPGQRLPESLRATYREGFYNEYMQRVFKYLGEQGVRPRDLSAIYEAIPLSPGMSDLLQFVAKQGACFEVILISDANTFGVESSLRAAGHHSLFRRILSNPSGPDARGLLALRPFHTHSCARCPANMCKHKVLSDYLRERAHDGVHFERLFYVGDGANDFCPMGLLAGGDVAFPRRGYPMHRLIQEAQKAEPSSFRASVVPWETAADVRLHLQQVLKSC
IDE act: activators of human insulin-degrading enzyme in cells; P14735; activation, % at 5.96 µM; HEK cells, FAbeta-B cleavage, fluorescence polarization; 0% vehicle, 100% cell-free pure enzyme wells; AID 493087; 340,000 tested, 0.073% active;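 active means activation above the mean of all tested compounds plus 3 SD, set per screening campaign, cut at about 17% in these data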
VIM-2 inh: inhibitors of Pseudomonas aeruginosa VIM-2 metallo-beta-lactamase; purified VIM-2, nitrocefin hydrolysis, epi-absorbance fluorescence; inhibition, % at 5.6 µM; 290,000 tested, 0.89% active; AID 1527;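 active means inhibition above the mean of all tested compounds plus 3 SD, cutoff set per screening run, cut at about 7.5% in these data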;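 further: red hydrolysis product quenches plate fluorescence so inhibitors raise well fluorescence; 0% = enzyme with DMSO and 100% = DMSO without enzyme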
IDE cell inh: inhibits human insulin-degrading enzyme in HEK cells | inhibition, % at 5.59 µM | AID 434962 | FAbetaB cleavage, fluorescence polarization | P14735 | 320,000 tested, 0.41% active;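 active means percent inhibition above the average of all tested compounds plus 3 SD, set per screening campaign, cut at about 16% in these data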;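 further: IDE supplied by intact live HEK cells; FP after avidin binding of uncleaved biotin substrate so inhibition keeps polarization high; 0% = DMSO wells and 100% = 60 µM reference IDE inhibitor Ii1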
p-CIP stab down: compounds decreasing mouse p/CIP protein stability; Q05BA5; F442A p/CIP-EGFP cells, EGFP fluorescence, 16 h; decrease of EGFP signal, % at 10 µM; 290,000 tested, 0.01% active;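 active means EGFP signal decrease of at least 30% at 10 µM or well 3 SD below plate mean, unless failing retest; inactive means the rest, including hits failing retest or dose response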; further: some compounds called inactive have numbers as strong as hits; many of its hits are not listed in these tables
NALP1 yeast inh: blocks the NALP1 inflammasome reconstituted in yeast; S. cerevisiae NALP1/ASC/caspase-1 growth, X-gal OD620, 72 h; 280,000 tested, 0.61% active; inhibition, % at 10 µM; in the data active means inhibition mostly above about 24%, no sharp cut-off; inactive means mostly below about 32%; further: some compounds called inactive have numbers as strong as hits
IMP-1 inhibitor: blocks Pseudomonas aeruginosa IMP-1 metallo-beta-lactamase; purified IMP-1, nitrocefin hydrolysis, epi-absorbance fluorescence; inhibition, % at 5.6 µM; 290,000 tested, 0.45% active; AID 1556;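 active means inhibition above the mean plus 3 SD of all compounds in the same screening run, cut at about 4.5% in these data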;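 further: 0% = IMP-1 with DMSO and 100% = DMSO wells lacking enzyme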
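Test system: recombinant IMP-1 enzyme, purified / Medium: HEPES buffer pH 7.1 with ZnSO4 and Brij 35 / Doses: single dose, 5.6 µM / Times: 25 °C, 15 min preincubation, 25 min reaction / Detection: Epi-absorbance via hydrolysed-nitrocefin quenching of white-plate fluorescence, 480/530 nm, EDTA stop / Evaluation: percent inhibition from optical density relative to buffer-blank wells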
* = called active by the depositor; · = no result given; & = joins results of further samples. This is a random part of the collection; any-hit rate near 5.3%.

SMILES	GPR7 antagonist	M18AAP inhibitor	PHOSPHO1 block	IDE act	VIM-2 inh	IDE cell inh	p-CIP stab down	NALP1 yeast inh	IMP-1 inhibitor
CC(=O)Nc1ccc(NC(=O)c2ccc(C3SCC(=O)N3CCc3ccccc3)cc2)cc1 (stereo not drawn)	-2	7	-5	-12	-3.2	11	-6	31	2.7
CCC(=O)N(CC(=O)Nc1sc(C)c(C)c1C(N)=O)Cc1ccc(F)cc1	-9	-3	16	2	-0.4	11	3	·	-0.9
CCOc1ccc(Br)cc1S(=O)(=O)Nc1ccc(C(=O)OC(C)C(=O)N(C)c2ccccc2)cc1 (stereo not drawn)	13	1	-2	1	-3.9	2	-6	35	-6.0
O=C(CS(=O)(=O)c1ccccc1)Nc1nccs1	7	-2	26	4	-2.7	7	-2	2	-3.8
O=c1[nH]c2ccccc2n1Cc1ccccc1	3	0	38	1	-2.8	5	-7	21	-2.5
OC(Cn1nnc2ccccc21)Cn1c(C(F)(F)F)nc2ccccc21 (stereo not drawn)	0	-3	10	0	-2.1	-3	7	19	-2.9
COC(=O)C1(O)CC(C(C)C)=NN1C(=O)c1ccc(Cl)cc1 (stereo not drawn)	-8	6	19	2	-2.2	5	-12	-4	-1.6
COC(=O)CC1C(=O)NCCN1Cc1cn(-c2ccc(C)cc2)nc1-c1cccc(C)c1 (stereo not drawn)	-3	1	56	10	-2.0	5	-10	5	-0.9
Cc1c(C)c(C)c(S(=O)(=O)N2CCNCC2)c(C)c1C	5	-12	-10	-4	-1.9	0	3	26	-1.8
COc1ccccc1CNC(=O)Cn1cc2c(n1)CCCC2	1	2	2	5	-2.5	4	-5	27	-3.2
O=C(c1cccc(F)c1)N1CCN(Cc2ccco2)CC1	-8	0	21	0	-1.0	-4	-5	-5	-3.1
O=c1cc(CNC2CCCCC2)c2ccccc2[nH]1	5	-3	-36	1	-3.0	3	-4	9	-0.9
CCc1nc(SCC(=O)NC2CC2)c2c(C)c(C)sc2n1	-8	3	4	2	2.0	9	-3	-7	-1.6
Cc1nc(Cl)cc(CS(=O)(=O)c2ccc(Cl)cc2)n1	6	0	24	1	-0.9	4	-16	-1	-2.4
Cc1cc(NC(=O)CSCCc2ccncc2)no1	-9	-4	-18	0	-3.0	-4	-6	37	-0.2
CCOC(=O)Cc1csc(NC(=O)C(C)(C)CC)n1	-5	5	20	3	-3.3	-1	-27	-6	-3.8
Cc1cc(C)n(C(=O)CNC(=O)c2cccc(Br)c2)n1	3	0	30	2	-0.3	-1	-4	11	-3.1
NS(=O)(=O)c1ccc(S(=O)(=O)NCCc2ccccc2)cc1	3	6	7	7	-2.3	1	12	10	-3.2
CCCOc1ccc2oc(=O)c3c(c2c1)CCCN3C(=O)CN1CCCC(C(=O)OCC)C1 (stereo not drawn)	6	15	46	6	3.2	-1	-10	9	0.8
CCN(CC)CCNS(=O)(=O)c1ccc(/C=C/C(=O)O)cc1	-18	-2	-10	7	-2.5	13	17	-20	-1.1
CCOc1ccc(NC(=O)N2CCC(C(N)=O)(N3CCCCC3)CC2)cc1	-15	28*	9	5	-2.9	6	-15	-3	-2.5
CCN(CC)CCn1c2ccccc2c2n[nH]c(=S)nc21	-3	22	·	-13	-1.4	-1	1	-1	-3.3
CSc1ccc(S(=O)(=O)N2c3ccccc3CC2C)cc1 (stereo not drawn)	-10	2	25	1	-1.0	0	1	5	-2.5
Cc1ccc(NC(=S)NC(NC(=O)Cc2cccc3ccccc23)C(Cl)(Cl)Cl)cc1 (stereo not drawn)	-6	2	-4	4	-4.8	6	-10	-18	-1.7
COCCNC(=O)CSc1ccc(Cl)cc1	-9	-16	18	-2	-2.1	2	-7	16	-1.5
COC(=O)c1cc2c([nH]c3ccccc32)c(C)n1	3	-9	5	·	3.1	·	-2	16	-0.6
O=C(CSc1nccc(=O)[nH]1)N1CCOCC1	-19	-1	16	6	-2.6	0	-9	7	-1.4
CCc1cc[n+](-c2nc3ccccc3nc2C(=C=[N-])C#N)cc1	0	6	8	5	-2.0	4	4	11	-0.8
CC(C)P(=O)(c1cccc(C(=O)O)c1)C(C)C	-10	-4	0	4	-3.5	-5	5	29	-3.0
CCOc1ccc(CN(C(=O)c2cc3ccccc3oc2=O)C2CC2)cc1	-8	4	2	3	-1.5	-5	5	-8	-1.8
COc1ccc(OC)c(CNC(=O)C2CCN(C(=O)N(C)C)CC2)c1	-4	-1	20	4	1.2	-7	-17	-13	-1.1
COc1ccccc1/C=C1\SC(=S)N(CCC(=O)NCCCN2CCOCC2)C1=O	-8	-6	33	-3	3.0	2	-14	6	0.0
S=c1nc[nH]c2nc[nH]c12	-10	11	-26	-1&-4	-3.0	-1&6	11	-1	-3.7
COc1ccc(Cl)cc1-n1c(=S)sc2c(=O)n(-c3ccc(F)cc3)c(SCC(=O)O)nc21	-7	17	30	0	-2.3	1	0	4	-2.9
COc1ccc(-c2nc(CS(=O)CC(=O)NCc3ccccc3)c(C)o2)cc1OC (stereo not drawn)	-19	0	33	-6	-1.6	-2	-23	0	-2.3
Cc1ccc(C(=O)Nc2c(C)cc(-c3ccc(Cl)cc3)oc2=O)cc1	2	2	56	5	-3.1	2	1	0	-1.1
Cc1onc(-c2ccccc2)c1C(=O)Oc1ccccc1	-16	-3	20	·	-1.9	10	-9	3	-1.5
Cc1csc(NC(=O)C2CSC3(C)CCC(=O)N23)n1 (stereo not drawn)	-4	-7	28	-4	-0.2	-1	-8	17	2.5
Cc1cc(S(=O)(=O)Nc2ccc(C(=O)NCC(c3ccccc3)N(C)C)cc2)ccc1F (stereo not drawn)	1	1	27	6	-0.3	-4	-12	29*	-2.0
Cc1cccc(C)c1OCC(O)Cn1ccnc1C (stereo not drawn)	·	·	-9	-5	·	-1	-6	7	·
CC(=O)C1=C(O)C(=O)N(c2ccc(Br)cc2)C1c1cccc([N+](=O)[O-])c1 (stereo not drawn)	-6	-4	19	9	-0.4	2	0	-6	-0.8
COc1cc(/C=C2/OC(=O)c3cc([N+](=O)[O-])ccc32)cc(OC)c1OC	-6	10	·	7	0.1	-1	·	·	-1.8
O=C(Nc1cccc(Cl)c1N1CCOCC1)c1cccs1	-10	1	37	-6	0.0	-1	-79	18	-1.8
O=C(O)CN=C(NS(=O)(=O)c1ccc(Cl)cc1)c1ccc(F)cc1	-20	3	38	-1	-3.1	-4	-16	14	-3.5
CCCCNC(=S)N1CCN(CC)CC1	-5	3	50	-1	-1.4	2	-2	12	-1.1
CCc1ccccc1NC(=O)[C@@H]1CCC(=O)N1C1OC(=O)c2ccccc21 (stereo partly drawn)	0	5	-12	4	-3.1	-6	-7	11	-4.4
Cc1ccc(N2CC(C(=O)Nc3nnc(SCC(N)=O)s3)CC2=O)cc1C (stereo not drawn)	7	-9	18	8	-2.3	-5	-1	17	1.2
CC(C)Cc1nc(N2CCN(C(=O)c3ccccc3)CC2)c(C#N)c2c1CCC2	-10	2	19	2	-1.9	3	-10	11	-1.9
COc1cccc(CC(=O)Nc2ccc(-c3csc(C)n3)cc2)c1	-3	1	-1	5	-2.9	4	-8	16	-2.4
CS(=O)(=O)Nc1nc2ccccc2[nH]1	-3	-5	47	5	-1.6	7	3	18	-0.5
CC1CCCCN1C(=O)CSc1nc2ncccc2[nH]1 (stereo not drawn)	-8	-1	42	4	-1.9	-2	-11	12	-1.1
COC(=O)c1cccnc1Oc1ccccc1	-9	-13	7	3	0.4	8	-7	5	-1.5
Cc1ccccc1C1C2=C(Nc3[nH]n(-c4ccccc4)c(=O)c31)c1ccccc1C2=O (stereo not drawn)	-5	-13	5	·	-4.2	-5	-1	12	-5.1
O=C1/C(=C\c2cccs2)Sc2ccc3ccccc3c21	2	16	-15	0	-1.8	-1	-3	24	-1.4
Cc1cccc(C)c1NC(=O)Nc1cccs1	-13	14	49	3	-0.6	7	-21	3	-1.6
Cc1cc(-c2ccc([N+](=O)[O-])cc2)nc2ccccc12	-7	-12	53	-4	-1.3	2	6	-4	-2.6
Fc1ccccc1Nc1nc2ccccc2n2nnnc12	-7	-3	-9	4	-3.0	-1	-10	14	-1.8
CN(C)S(=O)(=O)c1ccc(C(=O)N2CC(=O)Nc3ccc(F)cc3C2c2ccc(F)cc2)cc1 (stereo not drawn)	3	-4	42	-1	-1.9	3	-3	2	-3.8
O=C(NCCc1ccccc1)c1ccc(CS(=O)(=O)Cc2ccc(F)cc2)o1	-10	-11	17	1	-2.2	-4	-22	6	-2.7
Cc1cc(N(CCO)CCO)nc(-n2nc(C)cc2C)n1	-6	2	-1	0	-0.6	-2	-10	-28	-8.1
New compounds follow.
SMILES	GPR7 antagonist	M18AAP inhibitor	PHOSPHO1 block	IDE act	VIM-2 inh	IDE cell inh	p-CIP stab down	NALP1 yeast inh	IMP-1 inhibitor
C=CCN1C(=O)C(O)(CC(=O)c2ccc(-n3cccc3)cc2)c2ccccc21 (stereo not drawn)	-3	4	-10	1	-2.3	5	-10	29	-6.0
CC(Sc1nccn1C)C(=O)c1ccc(Br)cc1 (stereo not drawn)	-10	-3	23	-1	1.4	1	-10	9	-3.1
CCOC(=O)c1cn(CC(=O)Nc2cccc(F)c2)nn1	11	-5	-22	-3	-0.8	2	3	21*	-0.2
CC1CN(C(=O)CCC(=O)NC2CCN(Cc3ccccc3)CC2)c2ccccc2O1 (stereo not drawn)	-1	2	23	3	-4.0	-1	-14	7	-4.0
Cc1ccnc(NC(=O)c2cccc(NS(=O)(=O)c3ccccc3C)c2)c1	-13	4	-20	6	-3.7	·	-1	4	-0.9
COc1ccc(CNC(=O)c2nccnc2CO)cc1	-14	-7	37	2	-2.6	·	-5	12	-2.0
O=C(NC1CCCCC1)C1CCCN(S(=O)(=O)c2ccc(Br)s2)C1 (stereo not drawn)	-10	1	28	3	-1.6	2	2	8	-0.9
Cc1cc(OCC(=O)Nc2ccncc2)cc(C)c1Cl	29*	-5	·	2	1.0	6	-28	6	-4.7
CCCOC(=O)CC1C(=O)NCCN1Cc1cc(OC)cc(OC)c1 (stereo not drawn)	-12	5	20	5	-3.2	7	-17	4	-3.6
CCOc1cc(NC(=S)NCc2ccco2)c(OCC)cc1NC(C)=O	11	18	-5	0	-1.0	1	2	11	1.2
COc1ccc(NC(=O)C(=O)NCCO)cc1Cl	-6	-7	0	8	-0.5	1	-2	23	-0.8
Cc1cc(C)n2nc(CC(=O)NCc3ccccc3Cl)nc2n1	-8	1	-4	0	-2.1	0	0	20	-3.4
CCCCc1cc(=O)oc2cc(C)cc(OCC(=O)Nc3cccnc3)c12	1	-3	-16	-4	0.1	4	-8	22	-3.0
CCCCCNS(=O)(=O)c1cc(C)ccc1OC	-1	1	17	-5	-2.9	-1	-15	18	-3.7

Compound profiles (already shown). Values in the order: GPR7 antagonist	M18AAP inhibitor	PHOSPHO1 block	IDE act	VIM-2 inh	IDE cell inh	p-CIP stab down	NALP1 yeast inh	IMP-1 inhibitor
O=C(CS(=O)(=O)c1ccccc1)Nc1nccs1 in the list: 7	-2	26	4	-2.7	7	-2	2	-3.8
CC(C)Cc1nc(N2CCN(C(=O)c3ccccc3)CC2)c(C#N)c2c1CCC2 in the list: -10	2	19	2	-1.9	3	-10	11	-1.9
O=c1[nH]c2ccccc2n1Cc1ccccc1 in the list: 3	0	38	1	-2.8	5	-7	21	-2.5

Screening results: PubChem, several laboratories
